FLuc counter: counter-screen for miR-21 project: firefly luciferase inhibitors or activators; P08659; purified FLuc, Km substrates, luminescence inhibition; Potency, µM (highest dose often 57.5 µM), for inactives: at the highest dose activity change, negative = inhibition, usual class: inhibitors; 360,000 tested, 6.9% active; AID 588342;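 further: plate controls were vehicle for no effect and reference inhibitor for full effect; nearly all actives have a fitted effect of over 55% in size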
Target sequence (P08659 whole entry, looked up): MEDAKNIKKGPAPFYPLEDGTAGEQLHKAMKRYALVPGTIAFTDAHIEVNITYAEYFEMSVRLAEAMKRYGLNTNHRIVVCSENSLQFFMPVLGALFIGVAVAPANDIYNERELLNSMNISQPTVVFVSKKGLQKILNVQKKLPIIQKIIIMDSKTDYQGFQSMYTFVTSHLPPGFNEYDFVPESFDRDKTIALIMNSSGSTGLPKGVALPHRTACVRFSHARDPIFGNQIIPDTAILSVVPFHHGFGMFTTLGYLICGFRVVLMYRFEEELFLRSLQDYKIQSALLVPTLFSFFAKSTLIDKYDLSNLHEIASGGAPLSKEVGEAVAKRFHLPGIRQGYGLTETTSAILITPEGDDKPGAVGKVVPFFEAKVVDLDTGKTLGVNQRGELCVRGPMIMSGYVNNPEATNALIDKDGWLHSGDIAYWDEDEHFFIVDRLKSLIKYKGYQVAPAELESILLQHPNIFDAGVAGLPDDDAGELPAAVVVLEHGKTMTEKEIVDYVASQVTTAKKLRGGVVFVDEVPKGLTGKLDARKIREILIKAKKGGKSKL
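Purified P. pyralis luciferase (10nM final) with 10uM D-luciferin and 10uM ATP (Km levels) in 50mM Tris acetate pH 7.5, 10mM Mg acetate, 0.01% Tween-20, 0.05% BSA; qHTS 6-point titration, ~60 µM downward; luminescence read.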
VP16 counter: Gal4-VP16 reporter inhibition counter-screen. Potency, µM (series often up to 53.6 µM), inactives show top-dose activity, negative = inhibition, most hits filed as inhibitors. 310,000 tested, 3.5% active. AID 2546. Drosophila S2 Gal4-VP16 UAS-luciferase, luminescence, 20 h;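 further: Gal4-VP16 expression switched on by copper sulfate through the metallothionein promoter; on the % scale 0 is the no-effect control and ±100 the full control effect; nearly all actives have a fitted effect of over 50% in size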
RORg inh: inhibitors of mouse ROR gamma transcriptional activity; AID 2551; Potency, µM (series often up to 53.6 µM), for the others: at the highest dose activity change, negative = inhibition, most hits filed as inhibitors; 310,000 tested, 5.4% active; Drosophila S2 Gal4-RORgamma UAS-luciferase reporter, 20 h; P51450; further: on the % scale 0 is the no-effect control and ±100 the full control effect; nearly all actives have a fitted effect of over 60% in size
Target sequence (P51450 whole entry, looked up, the tested form may be a part): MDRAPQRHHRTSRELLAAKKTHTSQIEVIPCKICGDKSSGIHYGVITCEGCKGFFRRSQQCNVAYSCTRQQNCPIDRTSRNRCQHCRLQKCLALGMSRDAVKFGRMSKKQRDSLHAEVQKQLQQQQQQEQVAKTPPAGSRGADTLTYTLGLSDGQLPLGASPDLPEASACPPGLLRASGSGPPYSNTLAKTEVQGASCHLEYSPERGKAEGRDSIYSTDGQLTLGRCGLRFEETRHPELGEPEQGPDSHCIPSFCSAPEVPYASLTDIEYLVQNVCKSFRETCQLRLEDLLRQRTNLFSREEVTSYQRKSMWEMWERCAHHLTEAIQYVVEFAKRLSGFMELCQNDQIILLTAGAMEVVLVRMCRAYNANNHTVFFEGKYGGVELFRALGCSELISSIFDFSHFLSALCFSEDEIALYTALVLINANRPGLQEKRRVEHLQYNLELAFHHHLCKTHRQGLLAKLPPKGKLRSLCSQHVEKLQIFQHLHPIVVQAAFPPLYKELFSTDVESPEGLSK
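Compounds are pin-transferred onto Drosophila Schneider cells expressing a copper-inducible Gal4–ROR gamma transactivation domain fusion. After 1 hr, copper sulfate is added to 700 uM final; luciferase is read 20 hr later.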
BRCA1 expr up: BRCA1 expression activation | MCF7-BRCA1-FFLuc reporter, luminescence, 48 h; response scale: scaled: vehicle 0%, 10 µM genistein 100% | Potency, µM (doses to about 46.1 µM), without a hit: top-dose activation, actives largely listed as activators | 380,000 tested, 1.1% active | AID 624202; further: nearly all actives have a fitted effect of over 80% in size; some results filed as inactive show a strong effect at the top dose
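Reporter cells (MCF7, BRCA1 promoter-firefly luciferase) received library compounds across a concentration series for 48 h. End-point luminescence was measured and concentration-effect curves derived after normalization.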
uPA surface inh: blocks generation of uPA at the cell surface. 330,000 tested, 0.31% active. Potency, µM (series often up to 38.3 µM), for inactives: at the highest dose activity change, negative = inhibition, most hits filed as inhibitors. cell surface uPA generation assay, qHTS; active means well fitted inhibition curve with a large enough effect; inconclusive means small, poorly fitted or top-dose-only effect; inactive means no such curve, though single readings can be large or run the other way; tested in mouse RAW 264.7 cells; further: on the % scale 0 is the no-effect control and ±100 the full control effect; nearly all actives have a fitted effect of over 55% in size
ELG1 genotoxic: induces genotoxicity in HEK293T cells with luciferase-tagged ELG1 | HEK293T ELG1-luciferase reporter, luminescence, 16 h | Potency, µM (series often up to 46 µM), for the others: at the top dose activity change, positive = activation, most hits filed as activators | 330,000 tested, 1.3% active | AID 504466; further: % of control where 0% means no effect; nearly all actives have a fitted effect of over 60% in size
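Quantitative HTS format in 1536-well plates. HEK293T ELG1-luciferase reporter cells receive test compound and are incubated 16 hr at 37 °C, 5% CO2; ONE-Glo added, 30 min room temperature, then luminescence read.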
NPC1 prom act: NPC1 promoter activation; Potency, µM (top dose mostly 9.22 µM), without a hit: at the highest dose activation, most hits filed as activators; Huh7 NPC1 promoter luciferase reporter, 24 h; AID 485313; 320,000 tested, 2.4% active;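 further: % of control where 0% means no effect; nearly all actives have a fitted effect of over 60% in size; reporter is driven by a mutant NPC1 promoter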
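Huh7 reporter cells (NPC1 promoter driving luciferase) are dosed with compound for 24 h at 37 °C, 5% CO2; luciferase detection reagent is then added and luminescence measured after 10 min at ambient temperature.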
p53 reactivator: restores transcriptional activity of mutant p53 | Potency, µM (top dose mostly 92.2 µM), without a hit: at the top dose activity change, positive = activation, hits mostly activators | 320,000 tested, 0.063% active | AID 504706 | H1299 p53-A138V BP100-luciferase reporter, luminescence, 24 h; further: % of control where 0% means no effect; nearly all actives have a fitted effect of over 45% in size
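H1299 (p53-null), stable ts p53-A138V + BP100-Luc; 1000 cells/well, Opti-MEM/10% FBS; cpd 4 pt, 1:5; 24 h, 37 deg C, 5% CO2; detection reagent 10 min RT; luminescence.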
MBNL1 CUG block: MBNL1-poly(CUG) RNA binding inhibition; Q9NR56; TR-FRET MBNL1-His/biotin-(CUG)12 binding, 665/545 ratio; Potency, µM (titrated, usually from 57.5 µM), without a hit: top-dose activity change, negative = inhibition, hits mostly inhibitors; 280,000 tested, 0.036% active; AID 2675; active means well fitted inhibition curve with a large enough effect in the signal ratio, with a control signal flat, not every such curve was filed as active; inconclusive means small, poorly fitted or top-dose-only effect, or effect the other way, or a change in a side signal; inactive means no such curve, though single readings can be large or run the other way; the % refers to the signal ratio; further: on the % scale 0 is the no-effect control and ±100 the full control effect
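Inhibition of protein-RNA binding appears as loss of TR-FRET between terbium anti-His antibody on MBNL1-His and streptavidin-XL665 on biotin-(CUG)12. Activity is normalized to buffer-only and uninhibited-complex controls.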
Rab9 prom act: activators of Rab9 promoter; Huh7 Rab9 promoter-luciferase reporter, luminescence, 24 h; Potency, µM (highest dose often 9.22 µM), for the others: at the top dose activation, negative = inhibition, most hits filed as activators; 320,000 tested, 2.8% active; further: % of control where 0% means no effect; nearly all actives have a fitted effect of over 60% in size
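Quantitative HTS format; Huh7 Rab9-luciferase reporter cells (1500/well) receive compound 2 h post-plating, incubate 24 h at 37 °C, then get luciferase reagent for 10 min before luminescence reading.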
An asterisk follows results filed as active; [ ] = another dose, or the depositor's remark. Unless noted, the call rests on the fitted dose curve; in most records, active means well fitted curve in the direction sought with a large enough effect; inconclusive means small, poorly fitted or top-dose-only effect, or another doubt; inactive means no such curve, though single readings can be large; an effect the other way counts as inactive or inconclusive. Potency means the concentration at half of the fitted maximal effect.

Screening O=C(NCC1COc2ccccc2O1)c1cccc(S(=O)(=O)NCc2ccccc2)c1 (stereo not given) returned FLuc counter -1.2%, BRCA1 expr up -23.3%, uPA surface inh 1.4%, ELG1 genotoxic -7.7%, NPC1 prom act -0.9%, p53 reactivator -3.4% and Rab9 prom act -1.4%.
COc1ccccc1N1CCN(C(c2ccc(C)cc2)c2nnnn2C(C)C)CC1 (stereo not given) was read as FLuc counter 4.0%, VP16 counter 0.1%, RORg inh 4.8%, BRCA1 expr up -39.3%, uPA surface inh 8.6%, ELG1 genotoxic -7.2%, NPC1 prom act 1.8%, p53 reactivator 8.0%, MBNL1 CUG block 1.7% and Rab9 prom act -5.3%.
Cc1cccc(OCc2nnc(SCC(=O)O)n2-c2ccccc2)c1 was read as FLuc counter 0.6%, VP16 counter -9.4%, RORg inh -20.8%, BRCA1 expr up -17.7%, uPA surface inh -0.4%, ELG1 genotoxic 2.3%, NPC1 prom act -0.6%, p53 reactivator -6.0%, MBNL1 CUG block -6.0% and Rab9 prom act 0.4%.
Cc1cccc(/C=C/C(=O)c2cc(Br)ccc(=O)c2O)c1 was read as FLuc counter -16.0%, VP16 counter inconclusive, RORg inh -31.0%, BRCA1 expr up -90.5%[inhibitor], uPA surface inh -15.9%, ELG1 genotoxic 1.4%, NPC1 prom act -14.5%, p53 reactivator 15.3%, MBNL1 CUG block 10.3% and Rab9 prom act -14.5%.
Nc1ccc(S(=O)(=O)N2CCCC2)cc1Cl was read as FLuc counter -1.1%, VP16 counter 3.0%, RORg inh 20.8%, BRCA1 expr up 0.0%, uPA surface inh -1.2%, ELG1 genotoxic -2.5%, NPC1 prom act -4.6%, p53 reactivator -3.1%, MBNL1 CUG block -0.2% and Rab9 prom act -6.9%.
For O=C(CC(NS(=O)(=O)c1ccc(Cl)cc1)c1ccco1)NCc1cccnc1 (stereo not given) the results were FLuc counter -0.8%, VP16 counter -1.3%, RORg inh 1.8%, BRCA1 expr up -21.0%, uPA surface inh -0.2%, ELG1 genotoxic -0.8%, NPC1 prom act 0.4%, p53 reactivator 7.2%, MBNL1 CUG block 1.7% and Rab9 prom act 6.1%.
O=C1CC(N2CCN(c3ccccc3)CC2)C(=O)N1c1cccc(Cl)c1 (stereo not given) was read as FLuc counter -2.3%, VP16 counter -3.2%, RORg inh 24.0%, BRCA1 expr up -6.5%, uPA surface inh 17.9%, ELG1 genotoxic 2.9%, NPC1 prom act -8.8%, p53 reactivator 19.4%, MBNL1 CUG block 5.6% and Rab9 prom act -3.5%.
`Cn1c(=O)c2c(nc(N3CCNCC3)n2Cc2cccc3ccccc23)n(C)c1=O` gave FLuc counter -2.9%, VP16 counter 13.4%, RORg inh 1.0%, BRCA1 expr up -5.6%, uPA surface inh -10.2%, ELG1 genotoxic -3.1%, NPC1 prom act -2.8%, p53 reactivator -9.6%, MBNL1 CUG block -9.7% and Rab9 prom act -3.8%.
Screening Cc1ccc2nc(-c3cccc(N)c3)[nH]c2c1 returned FLuc counter 0.953µM*, VP16 counter 8.91µM*, RORg inh 7.94µM*, BRCA1 expr up -17.4%, uPA surface inh -13.0%, ELG1 genotoxic inconclusive, NPC1 prom act 0.794µM*, p53 reactivator inconclusive, MBNL1 CUG block 1.8% and Rab9 prom act 1.58µM*.
`CN(C)S(=O)(=O)c1ccc(C(=O)NCCS(=O)(=O)N2CCN(c3ccc(F)cc3)CC2)cc1` gave FLuc counter 1.6%, VP16 counter -8.1%, RORg inh 4.2%, BRCA1 expr up -6.2%, uPA surface inh -0.5%, ELG1 genotoxic 5.2%, NPC1 prom act -3.8%, p53 reactivator 0.4%, MBNL1 CUG block 8.2% and Rab9 prom act -11.2%.
For O=C(CNc1ccc(C(F)(F)F)cc1)Nc1cccc(S(=O)(=O)N2CCCC2)c1 the results were BRCA1 expr up -29.9%, uPA surface inh -6.5%, ELG1 genotoxic -2.0%, NPC1 prom act -2.0%, p53 reactivator 0.0% and Rab9 prom act -0.8%.
Screening COc1cc(Br)c(CCNC(=O)Cc2ccccc2)cc1OC returned FLuc counter 2.1%, VP16 counter -3.5%, RORg inh 6.2%, BRCA1 expr up -18.1%, uPA surface inh -6.3%, ELG1 genotoxic 1.6%, NPC1 prom act -4.0%, p53 reactivator -0.4% and Rab9 prom act -0.9%.
Cc1ccc(NC(=O)CN(C)C(=O)c2n[nH]c(=O)c3ccccc23)cc1 was read as FLuc counter -2.9%, VP16 counter -18.2%, RORg inh 14.0%, BRCA1 expr up -1.3%, uPA surface inh -2.0%, ELG1 genotoxic 0.9%, NPC1 prom act -0.5%, p53 reactivator 0.1%, MBNL1 CUG block -8.6% and Rab9 prom act -3.6%.
`CCOC(=O)/C(C#N)=N/Nc1c(C)n(C)n(-c2ccccc2)c1=O` gave FLuc counter -8.5%, VP16 counter 11.2%, RORg inh -34.1%, BRCA1 expr up -21.4%, uPA surface inh 2.5%, ELG1 genotoxic -7.2%, NPC1 prom act 4.0%, p53 reactivator 0.7%, MBNL1 CUG block 13.3% and Rab9 prom act 1.7%.
CC(C)N(Cc1ccccc1)C(=O)C1CCCN(c2ncnc3c2nc2n3CCCCC2)C1 (stereo not given) was read as FLuc counter 1.0%, VP16 counter 20.1%, RORg inh 3.6%, BRCA1 expr up -32.2%, uPA surface inh 6.6%, ELG1 genotoxic -7.0%, NPC1 prom act 0.8%, p53 reactivator -7.2%, MBNL1 CUG block 2.6% and Rab9 prom act -2.4%.
`Cc1nc2ccc(NC(=O)N3CCOCC3)cc2s1` gave FLuc counter -18.1%, VP16 counter 1.2%, RORg inh 10.0%, BRCA1 expr up -14.1%, uPA surface inh 4.8%, ELG1 genotoxic 7.1%, NPC1 prom act 1.5%, p53 reactivator 7.9%, MBNL1 CUG block -6.5% and Rab9 prom act -1.0%.
For COC(=O)c1cc(NC(=O)COC(=O)C2CCC2)cc(C(=O)OC)c1 the results were FLuc counter 1.3%, BRCA1 expr up -8.9%, uPA surface inh -1.9%, ELG1 genotoxic 13.2%, NPC1 prom act 1.1%, p53 reactivator 1.7% and Rab9 prom act -6.7%.
`O=C(COC(=O)C(Cc1ccccc1)NC(=O)c1ccco1)NC1CC1` (stereo not given) gave FLuc counter 3.8%, VP16 counter -0.2%, RORg inh -8.7%, BRCA1 expr up -0.1%, uPA surface inh 4.0%, ELG1 genotoxic -0.7%, NPC1 prom act 2.1%, p53 reactivator -0.8%, MBNL1 CUG block -7.1% and Rab9 prom act 1.5%.
Screening O=C(Nc1nnc(SCc2c(Cl)cccc2Cl)s1)C1CCCO1 (stereo not given) returned FLuc counter inconclusive, VP16 counter 0.0%, RORg inh -40.8%, BRCA1 expr up 4.6%, ELG1 genotoxic 10.0%, NPC1 prom act 2.1%, p53 reactivator 7.7%, MBNL1 CUG block -1.1% and Rab9 prom act 1.9%.
For Cc1cccc(NC(=O)C2CC(=O)OC23CCCC3)c1 (stereo not given) the results were FLuc counter 2.0%, VP16 counter 3.6%, RORg inh -12.4%, BRCA1 expr up -34.2%, uPA surface inh -0.8%, ELG1 genotoxic 0.0%, NPC1 prom act -2.0%, p53 reactivator -7.3%, MBNL1 CUG block 2.7% and Rab9 prom act 0.8%.
`O=C(c1ccccc1)N1N=C(C(F)(F)F)CC1(O)c1ccccc1` (stereo not given) gave FLuc counter 2.0%, VP16 counter inconclusive, RORg inh -24.1%[1.91 µM], BRCA1 expr up -4.6%, uPA surface inh -26.5%, ELG1 genotoxic -4.5%, NPC1 prom act -2.2%, MBNL1 CUG block -6.3% and Rab9 prom act 0.8%.
`O=C(Nc1ccc(Cl)c(C(F)(F)F)c1)c1ccncc1` gave FLuc counter -6.4%, VP16 counter 22.2%, RORg inh -2.8%, BRCA1 expr up 6.5%, uPA surface inh -1.2%, ELG1 genotoxic 0.8%, NPC1 prom act -3.0%, p53 reactivator 5.4%, MBNL1 CUG block inconclusive and Rab9 prom act 1.5%.
`CC(=O)N1N=C(c2ccc(NS(=O)(=O)c3ccccc3)cc2)CC1c1ccco1` (stereo not given) gave FLuc counter -3.3%, BRCA1 expr up -19.0%, uPA surface inh 0.708µM*, ELG1 genotoxic 1.3%, NPC1 prom act -27.5%, p53 reactivator -10.4% and Rab9 prom act -26.1%.
For O=C1CCC(=O)N1c1ccccc1OS(=O)(=O)c1ccccc1 the results were FLuc counter 1.2%, VP16 counter -3.0%, RORg inh 7.4%, BRCA1 expr up -4.9%, uPA surface inh -1.2%, ELG1 genotoxic 9.4%, NPC1 prom act -4.5%, p53 reactivator 22.0%, MBNL1 CUG block -3.3% and Rab9 prom act -2.7%.
O=C(COC(=O)/C=C/c1cccc(F)c1)NNC(=O)c1ccccc1 was read as FLuc counter -0.7%, VP16 counter 1.6%, RORg inh -17.8%, BRCA1 expr up -16.0%, uPA surface inh 2.5%, ELG1 genotoxic 1.7%, NPC1 prom act -3.8%, p53 reactivator 4.8%, MBNL1 CUG block 16.4% and Rab9 prom act 4.7%.

Assay outcomes as filed in PubChem BioAssay.
